Screens: PubChem, National Center for Advancing Translational Sciences (NCATS)
HepG2 tox: counter-screen for TGF-b inhibitors: cytotoxicity in HepG2 cells; HepG2 CAGA-GFP viability, ATP luminescence, 18 h; Potency, µM (top dose mostly 46.1 µM), without a hit: at the highest dose activity change, negative = cytotoxicity, usual class: cytotoxic; 410,000 tested, 0.76% active; also: potency is read from the fitted curve at half-maximal effect; some results filed as inactive show a strong effect at the top dose
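CellTiter-Glo luminescence gave cytotoxicity after 18 hours at 37 degrees C. The cells were HepG2 CAGA-GFP in 1% FBS DMEM, stimulated with 500 pg/mL TGF-beta after compound addition. %Activity was normalised to no-cell wells (complete cell-killing) and DMSO (no toxicity), and curves were fitted and classified.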
Nrf2 activator: activators of Nrf2 (ARE) signaling; AREc32 ARE-luciferase reporter (MCF7-derived line), luminescence, 24 h; 410,000 tested, 0.31% active; Potency, µM (series often up to 46.1 µM), for the others: at the top dose activation, actives largely listed as activators; AID 624171; also: potency is read from the fitted curve at half-maximal effect; % of control where 0% means no effect; nearly all actives have a fitted effect of over 65% in size
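Nrf2 activation is followed as ARE-luciferase induction in the AREc32 line after one day of compound treatment; luminescence is read with Steady-Glo.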
MmCpn inh: M. maripaludis TRiC chaperonin inhibition | purified Mm-Cpn ATPase, ADP Transcreener TR-FRET | 330,000 tested, 0.031% active | Potency, µM (titrated, usually from 76.9 µM), without a hit: at the top dose activity, negative = inhibition, actives largely listed as inhibitors; also: potency is read from the fitted curve at half-maximal effect; % is scaled to controls: 0 for no effect and ±100 for the full control effect; nearly all actives have a fitted effect of over 80% in size
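Reaction buffer contained 30 mM Tris pH 7.4, 100 mM KCl, 5 mM MgCl2 and 1 mM DTT. Mm-CPN (25 nM final) hydrolysed 10 uM ATP over 30 min at 37°C; ADP was read by HTRF.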
CCT modulator: modulators of cytosolic chaperonin (CCT/TRiC) activity; activity change, % (concentration not given with the values), hits read low; AID 651819; 360,000 tested, 0.3% active; purified chaperonin ATPase assay, HTRF ADP detection, 30 min; in the data active = activity change below about -30%; also: % is scaled to controls: 0 for no effect and ±100 for the full control effect
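Enzyme 40 or 20 nM (batch-dependent) in Tris pH 7.4/KCl/MgCl2/DTT; cpd 76 uM single point; ATP 10 uM; 30 min 37 °C; Transcreener ADP HTRF detection, 30 min RT; ratio 665/615.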
pAkt inh: inhibitors of Akt phosphorylation. Neuro2A IGF-stimulated pAkt S473 HTRF, 20 min; hits give low values. activity change, % for hits at 50 µM. 360,000 tested, 0.32% active. AID 651550; in the data active = activity change below about -80%; inconclusive = mostly about -51% to -80%; also: % is scaled to controls: 0 for no effect and ±100 for the full control effect
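Single-point screen (50 µM final compound) in Neuro2A cells stimulated 20 min with 6 nM IGF at 37 deg C. After lysis, Ser473-phosphorylated Akt read by HTRF (ex 330 nm, em 615/665 nm) as the 665/615 ratio.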
Abeta rescue: compounds reversing amyloid beta toxicity in yeast; yeast expressing A-beta42, growth rescue, OD600, 48 h; response scale: 0% DMSO, 100% iron-clioquinol control; Potency, µM (titrated, usually from 46.1 µM), for the others: at the top dose growth rescue, hits mostly activators; AID 1347071; 410,000 tested, 0.063% active; also: potency is read from the fitted curve at half-maximal effect; nearly all actives have a fitted effect of over 55% in size
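Yeast A-beta toxicity model in growth medium with pinned compounds, 48 h at 30 C; growth read as absorbance at 600 nm. Normalized to FeCl3/clioquinol equimolar mix (positive) and DMSO (negative).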
TGFb SMAD3 inh: inhibitors of TGF-b signaling. 410,000 tested, 1.2% active. HepG2 CAGA-GFP TGF-b/SMAD3 reporter, GFP fluorescence, 18 h; TGF-beta stimulated, 500 pg/mL final. Potency, µM (doses to about 46.1 µM), for the others: at the top dose activity, negative = inhibition, most hits filed as inhibitors; also: potency is read from the fitted curve at half-maximal effect; % is scaled to controls: 0 for no effect and ±100 for the full control effect; nearly all actives have a fitted effect of over 65% in size
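Inhibition was scored as loss of TGF-beta-induced (500 pg/mL final, 18 hours, 37 degrees C) GFP in HEPG2 cells carrying a CAGA-GFP reporter, in DMEM with 1% FBS. Well GFP was summed per cell; Activity was normalised to unstimulated and stimulated DMSO wells, then concentration-response fitting.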
A549 viability: kills or reduces viability of A549 cells in Nrf2 counter-screen; A549 ARE-Fluc cells, CellTiter-Fluor viability, 18-24 h; Potency, µM (top dose mostly 46 µM), for the others: at the highest dose activity change, negative = cytotoxicity, usual class: inhibitors; 390,000 tested, 0.16% active; AID 504648; also: potency is read from the fitted curve at half-maximal effect; % is scaled to controls: 0 for no effect and ±100 for the full control effect
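A549 ARE_Fluc cells in 5% FBS OPTI-MEM were exposed to compounds in concentration-response for 18-24 h at 37 deg C. Viability was read by CellTiter-Fluor fluorescence (Ex 405/Em 525) after 30 min, before the luciferase read.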
Nrf2 block: blocks Nrf2 signaling | A549 ARE-Fluc reporter, luciferase luminescence, 18-24 h | Potency, µM (series often up to 46 µM), for inactives: at the top dose activity change, negative = inhibition, usual class: inhibitors | 360,000 tested, 2.1% active | AID 504444; also: potency is read from the fitted curve at half-maximal effect; % is scaled to controls: 0 for no effect and ±100 for the full control effect; nearly all actives have a fitted effect of over 60% in size
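Nrf2 activity is the BugLite luminescence, read 15 min after reagent at room temperature, following CellTiter-Fluor cytotoxicity readout (30 min, 37C). Compound titrations were applied for 18-24 h to 5000 A549 ARE_Fluc cells/well in 5% FBS OPTI-MEM.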
Active calls of the source: *; i = inactive; u = inconclusive; x = not tested or not shown; [ ] = dose if it differs, or a comment. Unless noted, calls follow the shape of the dose curve; as a rule, active = well fitted curve in the direction sought with a large enough effect; inconclusive = small, poorly fitted or top-dose-only effect, or another doubt; inactive = no such curve, though single readings can be large; an effect the other way counts as inactive or inconclusive.

Screens by letter – A = HepG2 tox; B = Nrf2 activator; C = MmCpn inh; D = CCT modulator; E = pAkt inh; F = Abeta rescue; G = TGFb SMAD3 inh; H = A549 viability; I = Nrf2 block
canonical_smiles: Nc1nccnc1C(=O)OCC(=O)N1CCN(S(=O)(=O)c2ccc(Cl)cc2)CC1
  A: -2% | B: 0.0% | C: -2% | D: -3.7 | E: i | F: 28% | G: 14% | H: -1% | I: 11%

canonical_smiles: CCN1C(=O)C(CC(=O)Nc2ccc(OC)cc2)N(Cc2cccs2)C1=S (stereo not given)
  A: -24% | B: -0.4% | C: 0% | D: -4.3 | E: i | F: 15% | G: 16% | H: 0% | I: x

canonical_smiles: CC(C)Oc1cccc(NC(=O)C2(C)CCCN2C(=O)C(C)C)c1 (stereo not given)
  A: 7% | B: -1.0% | C: x | D: -2.0 | E: i | F: -13% | G: 16% | H: x | I: x

canonical_smiles: COC(=O)[C@]1(Cc2ccccc2)N[C@H](CN(C)C(=O)c2ccc(F)cc2)[C@@H]2C(=O)N(Cc3ccccc3)C(=O)[C@@H]21
  A: 15% | B: 0.1% | C: 1% | D: -0.7 | E: i | F: 0% | G: -19% | H: -9% | I: -9%

canonical_smiles: CCOC(=O)C1C2C=CC3(CN(Cc4ccccc4)C(=O)C13)O2 (stereo not given)
  A: 6% | B: 0.1% | C: -1% | D: -4.7 | E: i | F: 0% | G: u | H: 3% | I: 11%

canonical_smiles: COc1cc(-c2nc(-c3ccncc3)no2)cc(OC)c1OC
  A: -13% | B: -0.4% | C: -2% | D: -3.8 | E: i | F: 6% | G: -1% | H: 9% | I: 1%

canonical_smiles: Cc1cc(=O)oc2cc(OCc3cc4c(cc3Cl)OCO4)ccc12
  A: -8% | B: 11% | C: 2% | D: -2.1 | E: i | F: 6% | G: -4% | H: -2% | I: x

canonical_smiles: Cc1cc(C)c(OCC(=O)OC(C)C(=O)NC2CC2)c(C)c1 (stereo not given)
  A: 5% | B: 0.4% | C: -3% | D: 1.3 | E: i | F: 1% | G: 16% | H: -1% | I: -1%

canonical_smiles: CC(CCl)n1c(=O)c2ccccc2n1S(C)(=O)=O (stereo not given)
  A: x | B: -1.0% | C: x | D: -3.1 | E: i | F: -8% | G: x | H: x | I: x

canonical_smiles: CCc1nn(CC(=O)NCCCN2CCN(C)CC2)c(=O)c2cc3sc(C)cc3n12
  A: -2% | B: -0.1% | C: 0% | D: 0.8 | E: i | F: 6% | G: 10% | H: 0% | I: 12%

canonical_smiles: Cc1ccc(-n2cc[nH]c2=S)cc1C
  A: 5% | B: -0.9% | C: -3% | D: -0.9 | E: i | F: -16% | G: 10% | H: 0% | I: 4%

canonical_smiles: C/C=C\C=C\C(=O)Nc1cccc(C2=NOC3(C2)C[C@@H](C(N)=O)N(C(=O)C(c2ccccc2)c2ccccc2)C3)c1 (stereo not given in full)
  A: -1% | B: 5.8% | C: -2% | D: -1.7 | E: i | F: 0% | G: u | H: -12% | I: -10%

canonical_smiles: N#Cc1cccc(NC(=O)COC(=O)c2ccccc2Sc2ccccc2C#N)c1
  A: -4% | B: 3.7% | C: -6% | D: 1.1 | E: i | F: u | G: -14% | H: 3% | I: 16%

canonical_smiles: N#Cc1ccc(Cl)cc1NC(=O)COC(=O)c1ccc2c(c1)OCCO2
  A: -5% | B: 6.9% | C: -4% | D: -0.4 | E: i | F: 8% | G: -2% | H: 0% | I: -22%

canonical_smiles: CC1(C)CC(=O)C(C(=S)Nc2ccc(F)cc2)=C(NCCN2CCOCC2)C1
  A: 6% | B: -0.3%[9.22 µM] | C: 0% | D: -0.6 | E: i | F: 18% | G: 1% | H: 7% | I: -6%

canonical_smiles: COc1cccc(Cn2cc(C(=O)NCCN(C)C)nn2)c1
  A: -16% | B: -0.4% | C: 0% | D: -0.8 | E: i | F: 3% | G: 1% | H: u | I: 8%

canonical_smiles: Cc1ccc(/C=C/C(=O)Nc2nnc(SCc3ccc(C#N)cc3)s2)o1
  A: -44% | B: u | C: 0% | D: -1.8 | E: i | F: 1% | G: u | H: 6% | I: -12%

canonical_smiles: Cc1ccc2c(CC(=O)N(C)c3c(N)n(Cc4ccccc4)c(=O)[nH]c3=O)coc2c1
  A: -14% | B: -0.2% | C: 2% | D: -0.3 | E: i | F: -5% | G: -15% | H: 0% | I: -16%

canonical_smiles: COCCOc1cc(N(CC(=O)N(C)C)S(=O)(=O)c2ccccc2)c(Cl)cc1Cl
  A: -7% | B: -0.6% | C: -2% | D: -0.1 | E: i | F: 5% | G: -7% | H: -5% | I: 1%

canonical_smiles: Cc1nc2ccc(NC(=S)N3CCCC3)cc2nc1C
  A: 12% | B: 0.4% | C: 0% | D: -3.1 | E: i | F: 14% | G: 1% | H: 3% | I: 10%

canonical_smiles: O=C(COC(=O)c1cc(S(=O)(=O)N2CCOCC2)ccc1F)NCc1ccco1
  A: -13% | B: 0.3% | C: 1% | D: 0.0 | E: i | F: 3% | G: 0% | H: -8% | I: u

canonical_smiles: CN(C)C(=O)COc1ncnc2sc(-c3ccccc3)cc12
  A: -2% | B: 5.7% | C: -1% | D: 0.3 | E: i | F: -9% | G: -2% | H: -5% | I: -4%

canonical_smiles: O=Cc1cccn1-c1ccccc1
  A: 1% | B: -0.6% | C: 1% | D: 0.1 | E: i | F: 4% | G: -5% | H: 3% | I: 28%

canonical_smiles: CCn1cc(CN2CCC(Oc3ccc(C(=O)N4CCCCC4)cc3)CC2)cn1
  A: -32% | B: 0.0% | C: -2% | D: 0.1 | E: i | F: 1% | G: 4% | H: -16% | I: -7%

canonical_smiles: O=C(COC(=O)c1cccc(S(=O)(=O)N2CCOCC2)c1)NCCc1ccccc1
  A: 2% | B: -0.7% | C: 1% | D: -6.2 | E: i | F: 16% | G: -4% | H: -5% | I: 3%

canonical_smiles: O=C(CSc1nnnn1-c1cccc2c1CCCC2)N1CCOCC1
  A: -24% | B: -0.3% | C: -4% | D: 0.6 | E: i | F: -9% | G: -5% | H: -1% | I: -27%

canonical_smiles: CCOC(=O)CCCCC(=O)NC(CO)C(=O)NC (stereo not given)
  A: 7% | B: -0.5% | C: 1% | D: 0.7 | E: i | F: -4% | G: u | H: 14% | I: u

canonical_smiles: NNC(=O)c1cccc(O)c1
  A: -22% | B: 11% | C: 1% | D: 0.5 | E: i | F: 22% | G: -1% | H: 1% | I: 4%

canonical_smiles: C=CCOc1ccc2c(c1)CCC1C2CCC2(C)C(O)C(O)CC12 (stereo not given)
  A: -18% | B: 8.7% | C: x | D: 3.3 | E: i | F: -49%[inhibitor] | G: u | H: 0% | I: u

canonical_smiles: CCCSc1nc2c3c(sc2c(=O)[nH]1)CC(C)(CC)OC3 (stereo not given)
  A: -14% | B: 0.4% | C: -1% | D: 1.7 | E: i | F: -1% | G: -24% | H: -2% | I: -29%

canonical_smiles: COc1ccc(CCNC(=O)c2ccc(Cl)c(S(=O)(=O)N3CCCCCC3)c2)cc1
  A: -17% | B: -0.8% | C: -3% | D: 2.9 | E: i | F: -36% | G: u | H: -13% | I: 8.2µM*

canonical_smiles: CCN(CC)CCOCCOC(=O)C(CC)(CC)c1ccccc1
  A: -27% | B: -0.1% | C: -1% | D: -2.3 | E: i | F: 18% | G: 21% | H: -11% | I: 5%

canonical_smiles: O=C(CS(=O)(=O)Cc1ccccc1)NCc1ccco1
  A: -2% | B: -1.0% | C: 2% | D: -1.7 | E: i | F: 0% | G: -3% | H: 1% | I: 6%

canonical_smiles: C=CCN1C(=Nc2ccccc2)SC/C1=C\C(=O)OC
  A: 0% | B: 2.8% | C: 2% | D: -4.5 | E: x | F: -2% | G: -5% | H: -20% | I: u

canonical_smiles: Cc1cc(C)cc(NC(=O)N(CCC#N)Cc2cccs2)c1
  A: -8% | B: 0.6% | C: 1% | D: 0.1 | E: i | F: -5% | G: u | H: -8% | I: -12%

canonical_smiles: COc1ccc(-n2c(C)cc(-c3csc(NC(=O)c4ccc(S(=O)(=O)N(C)C)cc4)n3)c2C)cc1
  A: -19% | B: 1.1% | C: -6% | D: 0.4 | E: i | F: 1% | G: 6% | H: -5% | I: -6%

canonical_smiles: O=C(COC(=O)CCSc1ccccc1)NCc1ccc(F)cc1
  A: -2% | B: 0.3% | C: 3% | D: 2.9 | E: i | F: 10% | G: -2% | H: 1% | I: 4%

canonical_smiles: O=S(=O)(c1ccccc1)c1nc(-c2ccco2)oc1Nc1ccccc1
  A: -1% | B: 2.4% | C: -8% | D: 1.7 | E: i | F: 13% | G: -7% | H: -6% | I: -18%

canonical_smiles: Cc1ccc(-c2cc(C(=O)Nc3c(C)n(C)n(-c4ccccc4)c3=O)no2)cc1
  A: -2% | B: -0.7% | C: 1% | D: 1.1 | E: i | F: -13% | G: 1% | H: 3% | I: 3%

canonical_smiles: Nc1c(N=O)c(=O)[nH]c(=O)n1-c1ccccc1
  A: -27% | B: 0.4% | C: x | D: -0.8 | E: i | F: 3% | G: -4% | H: 0% | I: 4%
